Assay outcomes from PubChem BioAssay.
D3 ag – activates the human D3 dopamine receptor. D3R DiscoveRx beta-arrestin cells, luminescence, 90 min. hit rate 0.58% among 410,000. max activation, %; in the data active = max activation above about 30%; note: 0% is about no effect; mostly tested at two doses, the higher about 12 µM
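Agonist mode: compounds and dopamine controls were applied to plated cells for 90 min at 37 degrees C after an overnight attachment at 1500 cells/well. Luminescent read-out followed 30 - 60 minutes at room temperature with DiscoveRx detection reagent.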
GLP1R ag – GLP-1 receptor (human) agonism; HEK293 GLP-1R CRE-luciferase, luminescence, 4-6 h; cells express a hypersensitive GLP-1R form; Potency, µM (doses to about 45.6 µM), inactives show at the top dose activation, most hits filed as activators; hit rate 0.007% among 380,000; note: potency is the fitted concentration of half-maximal effect; % of control where 0% means no effect
PLK1 PBD inh – PLK1 (human) polo-box domain binding inhibition; hit rate 2.8% among 360,000; P53350; Potency, µM, for inactives: max response, negative = inhibition, actives largely listed as inhibitors; Plk1 PBD binding of FITC phosphopeptide, fluorescence polarization; note: potency is the fitted concentration of half-maximal effect; series mostly up to about 57 µM; % is set by controls: 0 for no effect and ±100 for the full control effect; nearly all actives have a fitted effect of over 65% in size
IL-2 act – activates IL-2 in a cell-based reporter assay | AID 652025 | hit rate 0.065% among 360,000 | activation, % (series mostly up to about 46 µM) | IL-2 activation reporter assay, cell-based qHTS; stimulated with anti-CD3/CD4/CD28 beads; in transgenic mouse T cells; in the data active = activation above about 50%; inconclusive = mostly about 30% to 49%; note: 0% is about no effect
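Using fluorescent plate cytometry, EGFP and DsRed are detected in transgenic mouse T cells stimulated 18 h at 37 degrees C with antibody-coated beads after 60 min compound pretreatment.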
PI5P4K alpha inh – PI5P4K alpha (human) kinase inhibition. max response, %. P48426. hit rate 1.2% among 330,000. PI5P4Kalpha enzyme, ADP-Glo luminescence, 60 min; active compounds read low; active = max response of -50% or lower; inconclusive = between -30% and -50%; inactive = -30% or higher; note: value at the top dose of about 77 µM; % is set by controls: 0 for no effect and ±100 for the full control effect
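Enzyme plus substrate dispensed, test compounds pinned in, then ATP (5 microM final) added. After 60 min at RT, ADP-Glo reagent 1 for 45 min and reagent 2 for 30 min preceded luminescence imaging.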
GLP1R inv ag – acts as inverse agonist at human GLP-1 receptor; HEK293 GLP-1R CRE-luciferase, luminescence, 24 h; GLP-1R form is constitutively active; hit rate 1.6% among 410,000; AID 624417; Potency, µM (series often up to 38.3 µM), for the others: top-dose activity change, negative = inhibition, usual class: inhibitors; P43220; note: potency is the fitted concentration of half-maximal effect; % is set by controls: 0 for no effect and ±100 for the full control effect; nearly all actives have a fitted effect of over 55% in size
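qHTS in 1536-well format: reporter HEK293 cells expressing constitutive GLP-1R activity in DMEM + 10% Nu serum, 24 hr with compounds at 37 deg C, luminescence read after 12 min with detection reagent.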
D3 antag – blocks the human D3 dopamine receptor; max response, negative = inhibition, %; P35462; AID 652054; D3R cells, DiscoveRx beta-arrestin luminescence, antagonist mode; active compounds read low; hit rate 2.5% among 360,000; in the data active = max response below about -50%; inconclusive = no clear call, values can overlap the other calls; note: % is set by controls: 0 for no effect and ±100 for the full control effect; mostly tested at two doses, the higher about 12 µM
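Cells expressing the human receptor were seeded at 1500 cells/well, incubated overnight at 37 degrees C in 5% CO2, then exposed to library compounds with dopamine controls for 90 minutes at 37 degrees C before luminescent detection.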
GLP1R cytotox – cytotoxic in the GLP-1 receptor inverse agonist counter-screen | HEK293 cAMP-luciferase reporter cells, luminescence, 24 h | Potency, µM (titrated, usually from 38.3 µM), for the others: top-dose activity change, negative = inhibition, usual class: inhibitors | hit rate 0.13% among 410,000 | AID 624418;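 note: loss of luciferase light is scored as toxicity; potency is the fitted concentration of half-maximal effect; % is set by controls: 0 for no effect and ±100 for the full control effect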
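A 23 nL compound transfer followed 12 hours of cell culture at 37 deg C; exposure then lasted 24 hr. Luciferase assay detection reagent was dispensed and plates read for luminescence after a 12 min room-temperature wait.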
WRN helicase inh – inhibitors of human WRN helicase; Q14191; WRN helicase unwinding, fluorescent forked duplex, kinetic; Potency, µM (doses to about 114 µM), for the others: top-dose activity change, negative = inhibition, hits mostly inhibitors; hit rate 0.46% among 360,000; AID 651768; note: potency is the fitted concentration of half-maximal effect; % is set by controls: 0 for no effect and ±100 for the full control effect; nearly all actives have a fitted effect of over 55% in size
Target sequence (Q14191 whole entry, looked up): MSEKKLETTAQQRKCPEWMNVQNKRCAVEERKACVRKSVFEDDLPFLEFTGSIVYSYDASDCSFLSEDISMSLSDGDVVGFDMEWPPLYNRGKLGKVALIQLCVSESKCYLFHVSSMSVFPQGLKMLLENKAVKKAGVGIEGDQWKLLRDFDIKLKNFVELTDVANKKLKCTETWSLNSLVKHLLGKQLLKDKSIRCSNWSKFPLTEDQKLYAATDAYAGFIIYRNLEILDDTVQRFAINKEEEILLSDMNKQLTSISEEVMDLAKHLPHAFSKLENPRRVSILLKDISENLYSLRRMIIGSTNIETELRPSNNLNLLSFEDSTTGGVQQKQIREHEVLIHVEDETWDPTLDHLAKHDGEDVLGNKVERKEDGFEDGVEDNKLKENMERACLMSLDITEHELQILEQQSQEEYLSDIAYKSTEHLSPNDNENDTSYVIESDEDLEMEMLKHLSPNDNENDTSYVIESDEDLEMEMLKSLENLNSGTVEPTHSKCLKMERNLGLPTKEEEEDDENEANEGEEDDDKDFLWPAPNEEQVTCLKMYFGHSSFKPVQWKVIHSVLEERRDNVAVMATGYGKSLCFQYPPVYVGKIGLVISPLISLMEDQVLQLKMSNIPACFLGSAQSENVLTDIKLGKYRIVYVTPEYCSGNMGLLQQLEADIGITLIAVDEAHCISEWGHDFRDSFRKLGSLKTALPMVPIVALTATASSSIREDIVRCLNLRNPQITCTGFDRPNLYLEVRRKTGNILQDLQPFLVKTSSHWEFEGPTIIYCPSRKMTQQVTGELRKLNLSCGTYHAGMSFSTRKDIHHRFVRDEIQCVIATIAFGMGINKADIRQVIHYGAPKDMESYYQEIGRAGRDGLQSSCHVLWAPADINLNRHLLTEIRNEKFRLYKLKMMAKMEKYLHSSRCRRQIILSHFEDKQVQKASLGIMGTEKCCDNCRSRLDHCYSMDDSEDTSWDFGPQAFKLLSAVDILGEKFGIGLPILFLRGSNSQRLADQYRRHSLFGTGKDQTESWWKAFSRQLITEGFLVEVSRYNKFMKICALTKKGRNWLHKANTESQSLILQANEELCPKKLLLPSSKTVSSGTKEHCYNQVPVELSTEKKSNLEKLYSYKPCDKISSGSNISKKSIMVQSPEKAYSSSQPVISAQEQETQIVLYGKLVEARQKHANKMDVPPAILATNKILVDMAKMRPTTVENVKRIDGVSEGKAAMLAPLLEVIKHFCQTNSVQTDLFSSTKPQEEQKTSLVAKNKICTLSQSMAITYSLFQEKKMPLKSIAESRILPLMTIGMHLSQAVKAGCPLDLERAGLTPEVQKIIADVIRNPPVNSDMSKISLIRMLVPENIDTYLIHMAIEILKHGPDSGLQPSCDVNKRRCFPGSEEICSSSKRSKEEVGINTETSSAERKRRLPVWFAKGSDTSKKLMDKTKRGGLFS
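Enzyme (20 nM final) and test compound sit together 15 min at room temperature before substrate addition. Substrate is a single-forked duplex oligonucleotide (100 nM) labelled with fluorophore and quencher, with 2 mM ATP; helicase unwinding raises red fluorescence, read kinetically.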
* = called active by the depositor; ? = inconclusive; / = no result given; [ ] = dose if it differs, or a comment. Unless noted, calls come from the whole dose curve; as a rule, active = well fitted curve in the direction sought with a large enough effect; inconclusive = small, poorly fitted or top-dose-only effect, or another doubt; inactive = no such curve, though single readings can be large; an effect the other way counts as inactive or inconclusive.

A first look:
Molecule,D3 ag,GLP1R ag,PLK1 PBD inh,IL-2 act,PI5P4K alpha inh,GLP1R inv ag,D3 antag,GLP1R cytotox,WRN helicase inh
Cc1cccc(NC(=O)c2cc(-c3cccnc3)nc3c(C)cccc23)n1,1.7,-13.1%,-8.5%,-0.8,-6.9,?,16.5,-13.5%,-31.2%
COc1ccc(NC(=S)NNC(=O)Cn2nc(C(F)F)cc2C(F)F)cc1,12.4,-36.0%,-1.0%,-0.3,0.5,3.6%,10.1,-19.4%,9.0%

All compounds of this part, repeating the preview:
Molecule,D3 ag,GLP1R ag,PLK1 PBD inh,IL-2 act,PI5P4K alpha inh,GLP1R inv ag,D3 antag,GLP1R cytotox,WRN helicase inh
Cc1cccc(NC(=O)c2cc(-c3cccnc3)nc3c(C)cccc23)n1,1.7,-13.1%,-8.5%,-0.8,-6.9,?,16.5,-13.5%,-31.2%
COc1ccc(NC(=S)NNC(=O)Cn2nc(C(F)F)cc2C(F)F)cc1,12.4,-36.0%,-1.0%,-0.3,0.5,3.6%,10.1,-19.4%,9.0%
O=C(NN=Cc1ccccc1C(=O)O)c1cccc(S(=O)(=O)Nc2cccc(C(F)(F)F)c2)c1,-3.9,-2.9%,-3.3%,1.2,-1.2,3.9%,-8.7,3.3%,-8.8%
COc1ccc(-c2csc3nc[nH]c(=O)c23)cc1OC,17.1,17.1%,-4.5%,0.1,-2.3,0.2%,-7.9,2.4%,6.9%
COc1ccc(-c2cc(C(F)F)n3ncc(C(=O)Nc4cccc(S(=O)(=O)N5CCOCC5)c4)c3n2)cc1,-22.2,8.6%,?,3.4,11.4,18.1%,-16.2,0.9%,-0.9%[57.1 µM]
COc1ccc(C2=NOC(C)(c3nnc(-c4ccc(F)cc4)o3)C2)cc1 (stereo not given),-2.5,2.5%,12.1%,-0.3,4.9,27.0%,-15.1,-12.6%,2.2%
C=CCN1C(=O)c2ccccc2C1(O)Cc1ccccc1 (stereo not given),3.6,17.9%,-10.7%,-0.3,-0.4,-3.5%,-7.6,-11.1%,0.0%
FC(F)(F)c1ccccc1NC(=S)Nc1ccccc1,3.4,18.5%,-19.6%,-0.2,2.9,19.6%,-15.1,-0.4%,-4.9%
CCCN1CCN(CC(=O)Nc2nnc(CC)s2)CC1,1.8,2.4%,-0.3%,0.0,8.5,13.3%,-19.7,-0.5%,-15.8%
O=C(OCC(=O)N1CCCC1)c1ccc(S(=O)(=O)Nc2ccccc2)cc1,-0.1,1.2%,-2.3%,0.3,3.0,?,-11.6,4.6%,7.3%
O=C(NC(Cc1ccccc1)c1ccc2c(c1)OCCCO2)c1ccc(F)cc1 (stereo not given),-18.5,-2.9%,4.1%,-3.1,/,-26.6%,-6.0,-1.8%,-17.9%
CC1(C)OC(=O)C(=CNC(Cc2c[nH]c3ccccc23)C(=O)O)C(=O)O1 (stereo not given),-5.7,-7.8%,1.1%,-1.0,/,7.2%,11.9,8.9%,-7.3%
COc1ccc2c(CC(=O)Nc3ccc(OC)nc3)coc2c1,-5.6,-0.1%,-9.8%,1.5,-0.4,-16.6%[0.307 µM],0.0,6.0%[0.307 µM],0.6%
CCC(CC)NC(=O)CN(c1ccccc1OC)S(=O)(=O)c1cccs1,-7.2,7.4%,0.2%,0.1,1.9,17.0%,-16.7,-11.0%,-1.9%
Cc1cc(-n2cc(Br)c(=O)[nH]c2=O)nc(-c2ccccc2)n1,4.5,7.8%,-18.1%,-2.1,-5.5,14.0%,17.3,-11.9%,-12.2%
N#CC(c1ccc(N)cc1)C(CC(=O)c1ccccc1)c1ccccc1 (stereo not given),5.5,8.3%,7.8%,-3.5,0.9,3.2%,1.1,8.5%,0.4%
COc1c(C=O)c2c(c(OC)c1OC)-c1ccc(OC)c(=O)cc1C(NC(C)=O)CC2 (stereo not given),0.1,0.5%,-1.8%,-0.6,-5.8,-36.5%,-2.0,-51.3%,0.9%
COc1ccc(C(=O)Nc2cc(S(=O)(=O)N3CCCC3)ccc2Cl)cc1,-7.4,0.8%,-2.3%,-1.6,-11.7,?,10.8,-2.8%,-15.8%
CCOC(=O)c1c(NC(=O)COC(=O)c2ccc(Cl)nc2)sc(C(=O)N(C)C)c1C,7.1,0.5%,-6.0%,-2.4,-7.5,5.0%,-6.5,4.5%,-8.7%
CC(C)C(NC(=O)c1ccccc1)C(=O)N1CCCCCC1 (stereo not given),-12.4,1.4%,-8.8%,-0.3,3.8,-9.4%,-21.9,-13.8%,-9.2%
Cc1cccc(C)c1NC(=O)CSc1nnc([C@H](C)NC(=O)OC(C)(C)C)o1,6.6,3.5%,-7.6%,1.4,/,0.0%,-13.7,3.6%,6.0%
CCc1cc2c(=O)n(CCCOC)c(SCC(=O)Nc3oc(C)c4c(C)n[nH]c(=O)c34)nc2s1,5.2,9.7%,-5.3%,5.4,0.8,24.6%,11.7,7.5%,2.3%
O=C(CCN1C(=O)S/C(=C\c2ccccc2)C1=O)Nc1ccc(S(=O)(=O)Nc2nccs2)cc1,2.8,-14.2%,?,-2.9,-29.9,-4.5%,4.6,-18.8%,?
CN(C(=O)c1cccc(NC(=O)c2ccco2)c1)c1ccccc1,-2.3,4.3%,-0.4%,1.0,2.5,13.4%,-6.2,-6.9%,1.7%
CCCCNC(=O)c1ccc(CS(=O)(=O)c2cccc(C(F)(F)F)c2)o1,2.7,4.2%,-2.3%,0.5,0.2,-6.9%,7.4,-17.0%,-13.7%
COc1cc(/C=C2\SC(=S)N(N(C)c3ccccc3)C2=O)ccc1O,6.1,-1.2%,17.8%,2.5,0.9,-11.2%,7.9,-3.4%,?
CCC(C)c1ccc2oc(-c3ccc(NC(=O)Cn4cnc5c(=O)n(C)c(=O)n(C)c54)cc3)nc2c1 (stereo not given),29.3,-6.3%,-21.0%,-0.7,5.1,77.3%[activator],106.2,-12.3%,-5.0%
CCCCNC(=O)CCCn1c(=O)c2ccccc2n(Cc2ccccc2C)c1=O,1.3,0.6%,/,/,/,-16.3%,/,-4.5%,/
COc1ccc2c(C)cc(=O)oc2c1C,-11.5,-1.2%,-11.3%,0.3,-3.8,53.1%[activator],9.8,6.7%,10.1%
CCOC(=O)c1sc(/N=C/c2ccc(O)cc2O)cc1C,-1.3,1.7%,39.1%[activator],-0.6,0.2,58.1%[activator],-9.6,19.7%,-28.8%
C[C@]12C=CC(=O)C=C1CC[C@@H]1C2C(O)C[C@@]2(C)C1CC[C@]2(O)C(=O)COC(=O)CCC(=O)NC(CC(=O)O)C(=O)O (stereo not given in full),-5.9,-7.4%,-7.8%,-1.0,0.2,-28.6%,7.5,2.0%,-11.4%
CCCCC(=O)NC(=S)Nc1ccc(NC(=O)C(C)C)c(OC)c1,5.1,15.7%,-1.7%,-0.5,-2.5,-13.2%[0.307 µM],20.9,-0.5%[0.307 µM],4.0%
CCCC(=O)Nc1ccc(-c2nc3ncccc3o2)cc1,10.1,6.4%,-14.2%,0.5,-9.0,2.6%,-11.2,-1.7%,1.9%
COCc1c(C(=O)OCc2nc3ccsc3c(=O)[nH]2)oc2ccccc12,1.9,-4.6%,1.4%,-0.4,-20.9,12.0%,-19.2,2.5%,4.4%
CC(C)(C)NC(=O)COC(=O)/C=C/c1ccc(F)cc1,6.2,1.6%,-0.2%,1.9,5.4,30.0%,25.3,22.7%,-1.7%
O=C(NCCC1CCCCN1S(=O)(=O)c1cccs1)C(=O)Nc1ccccc1F (stereo not given),2.6,-1.7%,4.4%,2.5,0.5,?,9.8,2.0%,-8.2%
Cc1sc2nc(C(C)C)oc(=O)c2c1C,-0.2,-3.1%,-5.3%,0.7,0.5,12.3%,1.0,-11.1%,1.3%
Cn1c(CNS(=O)(=O)c2ccc(Cl)cc2)n[nH]c1=S,-2.6,3.2%,-6.3%,-1.5,-4.7,14.5%,-60.2*,-0.7%,-0.6%
COc1cc(OC)cc(C(=O)N[C@H](C(=O)OCC(=O)c2ccc(C)c([N+](=O)[O-])c2)C(C)C)c1,-7.5,-1.0%,-2.7%,0.2,4.5,8.4%,0.0,-11.6%,-1.3%
COc1ccc(Cc2nc(N)nc(N)n2)cc1,-3.3,-0.6%,-2.9%,-0.4,7.0,10.6%,-10.5,-5.9%,1.3%
CC(C)C[C@H](CO)Nc1nc(Nc2cccc(Cl)c2)c2ncn(C(C)C)c2n1,-12.3,0.1%,-2.6%,-0.8,4.3,?,0.0,?,-11.5%
COc1ccc2c(c1)-c1nc(/N=C/c3cccc(OC)c3O)sc1CC2,3.8,-1.2%,-11.5%,-0.7,5.4,4.5%,-4.2,-3.6%,-21.3%
COc1cc([N+](=O)[O-])ccc1NC(=O)Cc1ccc(F)cc1,-5.0,8.6%,1.8%,-0.4,1.1,-1.3%,11.5,3.6%,-19.4%
Cc1ccccc1CSc1n[nH]c(NS(=O)(=O)c2ccccc2)n1,-1.2,9.9%,-3.7%,0.5,6.3,-22.3%,-8.1,-1.0%,-7.7%
CCN(CC)CCCNC(=O)c1cn(C)c(=O)c2c1c1ccccc1n2C,-1.9,-4.1%,-4.7%,-1.6,-5.4,2.4%,6.0,-17.7%,-1.6%[57.1 µM]
COCCCNC(=O)c1c(N)n(-c2ccccc2)c2nc3ccccc3nc12,26.1,13.9%,-0.7%,-0.9,6.5,?,15.4,381.6%[activator],-7.6%
O=C(CSc1nc(-c2ccccc2)c(-c2ccccc2)o1)N1CCOCC1,2.4,13.0%,-7.1%,0.3,6.2,1.2%,-24.1,5.7%,-15.4%
COc1ccc(NC(=O)C(NC(=O)c2ccc(C)cc2)c2ccccc2)cc1 (stereo not given),-16.0,11.1%,-4.3%,1.2,1.4,?,6.3,-2.0%,4.7%
CCN(CC)C(=O)CC(c1ccc(F)cc1)c1ccc(OC)cc1 (stereo not given),2.4,1.2%,1.1%,0.3,21.0,?,5.5,-12.8%,-15.5%
Cc1nc(C)n(C)c(=O)c1-c1ccccc1,11.5,1.7%,6.0%,-5.5,1.9,12.8%,13.2,-0.5%,-7.6%
NC1=NC[C@H](Cc2ccccc2)N1CCc1cc(C(F)(F)F)cc(C(F)(F)F)c1,-26.4,-1.0%,3.1%,-0.8,2.4,?,6.3,0.8%,-2.2%
